VLA-4 inh: inhibition in a human VLA-4 binding assay. VLA-4 expressing cells, ligand binding flow cytometry. inhibition, % (about 7 µM as worked out from the volumes in the protocol). hit rate 0.2% among 330,000. AID 2557; in the data active means inhibition above about 50%
MEX-5 binding: C. elegans MEX-5 TCR-2 RNA binding activity; Q9XUB2; MEX-5/FITC-TCR2 RNA binding, fluorescence polarization; active compounds read low; activity score (negative = inhibition of binding), % at 10 µM; hit rate 0.38% among 300,000; AID 1832;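 active means inhibition past about -25% in most replicates, and total fluorescence under double the plate's negative control median, limit read from the data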;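 further: 0% = DMSO and -100% = 5 µM competing unlabeled TCR2 RNA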
Target sequence (Q9XUB2 whole entry, looked up): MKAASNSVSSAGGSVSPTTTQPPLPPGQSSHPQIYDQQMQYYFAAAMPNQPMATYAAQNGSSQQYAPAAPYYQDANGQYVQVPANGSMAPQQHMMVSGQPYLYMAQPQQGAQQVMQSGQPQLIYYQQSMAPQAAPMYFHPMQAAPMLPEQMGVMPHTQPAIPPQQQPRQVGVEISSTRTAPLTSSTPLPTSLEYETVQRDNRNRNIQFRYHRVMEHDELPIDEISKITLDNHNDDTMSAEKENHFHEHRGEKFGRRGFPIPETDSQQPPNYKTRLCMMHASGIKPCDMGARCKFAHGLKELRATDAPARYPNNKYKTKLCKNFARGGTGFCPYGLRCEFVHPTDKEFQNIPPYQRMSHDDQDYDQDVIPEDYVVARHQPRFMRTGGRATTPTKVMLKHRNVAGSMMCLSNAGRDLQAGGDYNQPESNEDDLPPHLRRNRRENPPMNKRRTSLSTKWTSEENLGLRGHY
Fam108B inh: Fam108B inhibition, counter-screen for RBBP9 inhibitors | hit rate 0.33% among 300,000 | inhibition, % at 9.51 µM | recombinant Fam108B, FP-Rh probe fluorescence polarization;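 active means inhibition above the screen mean inhibition plus 3 SD, computed separately per campaign, cut at about 18% in these data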;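 further: inhibitors lower polarization as less probe binds the enzyme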
Efflux pump mplx: inhibitors of Candida antifungal efflux pumps expressed in yeast. S. cerevisiae Candida pump triplex, Nile Red efflux. hit rate 0.44% among 330,000. inhibition, % at 10 µM. AID 485275;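 active means plate passing quality check with inhibition over a set limit, or well fluorescence over plate mean plus 4 SD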;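 further: Nile Red retained in pooled yeast measured as flow cytometry median fluorescence; 0% = buffer negative control and 100% = Enniatin B positive control; higher means more Nile Red kept so more efflux inhibition; some compounds called inactive have numbers as strong as hits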
PME-1 primary: blocks human protein phosphatase methylesterase 1; Q9Y570; recombinant PME-1, FP-Rh probe fluorescence polarization; inhibition, % at 5.9 µM; hit rate 0.53% among 320,000;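 active means inhibition above the campaign mean of all compounds plus 3 SD, cut at about 26% in these data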;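 further: competitive labeling of PME-1 active site by serine hydrolase directed probe; 0% = PME-1 with DMSO and 100% = wells lacking PME-1 enzyme; inhibitors block probe labeling so polarization falls and inhibition rises; many of its hits are not listed in these tables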
Target sequence (Q9Y570 whole entry, looked up): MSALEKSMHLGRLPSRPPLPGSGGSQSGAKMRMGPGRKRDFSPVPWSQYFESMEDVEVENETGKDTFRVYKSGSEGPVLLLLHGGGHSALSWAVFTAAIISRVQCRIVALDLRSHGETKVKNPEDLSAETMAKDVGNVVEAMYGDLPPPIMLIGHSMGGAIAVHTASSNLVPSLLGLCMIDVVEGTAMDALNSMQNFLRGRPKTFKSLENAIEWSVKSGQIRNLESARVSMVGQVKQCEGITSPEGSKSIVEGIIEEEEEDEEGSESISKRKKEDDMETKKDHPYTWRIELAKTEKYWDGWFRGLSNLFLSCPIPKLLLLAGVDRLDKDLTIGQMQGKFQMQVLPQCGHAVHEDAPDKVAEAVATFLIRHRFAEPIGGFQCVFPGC
MCL1-BIM inh: inhibitors of human MCL1 binding to BIM-BH3 peptide | GST-MCL1 / FITC-Bim-BH3 fluorescence polarization | inhibition, % at 10.9 µM | AID 2057 | hit rate 0.68% among 320,000;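 active means inhibition above the mean inhibition of all tested compounds plus 3 SD, set per campaign, cut at about 40% in these data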;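 further: 0% = DMSO wells and 100% = unlabeled Bim-BH3 peptide control; higher means more loss of mP so more displacement of Bim peptide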
BCLXL inh: Bcl-xL (human) inhibition | inhibition, % at 10.9 µM | hit rate 0.7% among 320,000 | GST-Bcl-xL / FITC-Bim BH3 peptide fluorescence polarization | Q07817;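 active means inhibition above the mean of all tested compounds plus 3 SD, cutoff set per campaign, cut at about 30% in these data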;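 further: 0% = DMSO wells and 100% = unlabeled Bim-BH3 peptide competitor; inhibitors lower millipolarization by displacing the labeled peptide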
Target sequence (Q07817 whole entry, looked up): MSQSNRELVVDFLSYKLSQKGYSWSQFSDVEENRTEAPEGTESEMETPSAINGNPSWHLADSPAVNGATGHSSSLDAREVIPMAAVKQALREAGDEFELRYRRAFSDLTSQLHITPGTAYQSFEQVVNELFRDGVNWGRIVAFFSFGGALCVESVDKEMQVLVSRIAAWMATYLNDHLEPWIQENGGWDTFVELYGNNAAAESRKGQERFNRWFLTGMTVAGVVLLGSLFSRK
GLD-1 TGE inh: GLD-1-TGE RNA interaction inhibition (C. elegans); Q17339; purified GLD-1 + fluorescein TGE RNA, fluorescence polarization; inhibition, % at 5.96 µM; hit rate 0.44% among 320,000; AID 2280;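 active means percent inhibition above a per-plate cutoff, the plate mean of test compounds plus 3 SD, cut at about 30% in these data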;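 further: 0% = DMSO wells with GLD-1 and probe and 100% = wells lacking GLD-1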
GRK2 inh: human GRK2 inhibition via aptamer displacement | hit rate 0.59% among 330,000 | bead flow cytometry, FAM-aptamer displacement from GRK2 | inhibition of aptamer binding, % at 10 µM;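 active means inhibition of aptamer binding above 40%, roughly 3 SD of noise, on plates passing a quality check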;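 further: median bead fluorescence of bound FAM aptamer so fluorescent compounds give negative values; no value below 0 was filed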
An asterisk follows results filed as active.

Results for CC(=O)c1c(C)nc2ccc(Cl)cn12 ?
VLA-4 inh: 17; MEX-5 binding: 0.1; Fam108B inh: 2; Efflux pump mplx: 0.0; PME-1 primary: 1; MCL1-BIM inh: -1; BCLXL inh: 4; GLD-1 TGE inh: -4; GRK2 inh: 0

What do the screens show for `O=C(NCc1ccccc1)c1ccc(=O)[nH]n1`?
VLA-4 inh: 9; MEX-5 binding: -0.1; Fam108B inh: 1; Efflux pump mplx: -0.2; PME-1 primary: -6; MCL1-BIM inh: 3; BCLXL inh: 3; GLD-1 TGE inh: 5; GRK2 inh: 0

How did CCc1ccc(NC(=O)Nc2cccc(OC)c2)cc1 do in these assays?
VLA-4 inh: 10; MEX-5 binding: -0.8; Fam108B inh: -3; Efflux pump mplx: 0.1; PME-1 primary: -26; MCL1-BIM inh: 8; BCLXL inh: 5; GLD-1 TGE inh: 9; GRK2 inh: 1

Results for CCCCNC(=O)N1CCN(c2ncccn2)CC1 ?
VLA-4 inh: 6; MEX-5 binding: -2.4; Fam108B inh: 4; Efflux pump mplx: 0.0; PME-1 primary: 1; MCL1-BIM inh: 4; BCLXL inh: 1; GLD-1 TGE inh: 3; GRK2 inh: 0

What do the screens show for `O=C(CCc1nnc2ccc(N3CCC4(CC3)OCCO4)nn12)NCc1ccc(F)cc1`?
VLA-4 inh: 5; MEX-5 binding: 1.8; Fam108B inh: 2; Efflux pump mplx: -0.1; PME-1 primary: 0; MCL1-BIM inh: 0; BCLXL inh: 1; GLD-1 TGE inh: 10; GRK2 inh: 2

How did COCc1nc2c([nH]1)c(=O)n(C)c(=O)n2CC(C)C do in these assays?
VLA-4 inh: -1; Fam108B inh: 1; Efflux pump mplx: 0.0; PME-1 primary: 2; MCL1-BIM inh: 0; BCLXL inh: 2; GLD-1 TGE inh: -2; GRK2 inh: 4

What do the screens show for `O=C1CS/C(=C\S(=O)(=O)c2ccc(Cl)cc2)N1`?
VLA-4 inh: 12; MEX-5 binding: -1.1; Fam108B inh: 0; Efflux pump mplx: 0.0; PME-1 primary: -1; MCL1-BIM inh: 12; BCLXL inh: 2; GLD-1 TGE inh: 0; GRK2 inh: 0

Results for O=S(=O)(c1cccc(Cl)c1Cl)N1CCCCC1 ?
VLA-4 inh: 5; MEX-5 binding: -1.4; Fam108B inh: 5; Efflux pump mplx: 0.2; PME-1 primary: -6; MCL1-BIM inh: 0; BCLXL inh: 2; GLD-1 TGE inh: 0; GRK2 inh: 82*

How did Cc1cc(-c2nc3cccnc3s2)ccc1NS(=O)(=O)c1ccc2c(c1)OCCO2 do in these assays?
VLA-4 inh: 0; MEX-5 binding: 3.2; Fam108B inh: -6; Efflux pump mplx: 0.0; PME-1 primary: -14; MCL1-BIM inh: 0; BCLXL inh: -1; GLD-1 TGE inh: 5; GRK2 inh: 0

Results for O=C1c2ccccc2C(Nc2ccc(S(=O)(=O)N3CCOCC3)cc2)N1c1cccnc1 (stereo unspecified) ?
VLA-4 inh: 13; MEX-5 binding: 2.7; Fam108B inh: 8; Efflux pump mplx: -0.1; PME-1 primary: -1; MCL1-BIM inh: 2; BCLXL inh: 0; GLD-1 TGE inh: 1; GRK2 inh: 0

How did COc1cc(NC(=O)CN(c2ccc(C)cc2)S(=O)(=O)c2c(C)nn(C)c2C)cc(OC)c1 do in these assays?
VLA-4 inh: 22; MEX-5 binding: -1.2; Fam108B inh: -3; Efflux pump mplx: 0.1; PME-1 primary: 5; MCL1-BIM inh: 1; BCLXL inh: 5; GLD-1 TGE inh: 4; GRK2 inh: 4

What do the screens show for `COc1ccc(/C=C2/N=C(SCC(=O)Nc3cc(C)on3)N(c3ccccc3)C2=O)cc1`?
VLA-4 inh: 19; Fam108B inh: 0; Efflux pump mplx: -0.4; PME-1 primary: -5; MCL1-BIM inh: 9; BCLXL inh: 16; GLD-1 TGE inh: -3; GRK2 inh: 0

What do the screens show for `c1nnc(-c2ccc3c(c2)OCO3)o1`?
VLA-4 inh: 15; MEX-5 binding: -1.1; Fam108B inh: 0; Efflux pump mplx: 0.0; PME-1 primary: -2; MCL1-BIM inh: 0; BCLXL inh: -2; GLD-1 TGE inh: -7; GRK2 inh: 0

What do the screens show for `CCCCSc1nnc([C@H](C)NC(=O)OC(C)(C)C)o1`?
VLA-4 inh: 0; Fam108B inh: 0; Efflux pump mplx: -6.5; PME-1 primary: 2; MCL1-BIM inh: -2; BCLXL inh: -2; GLD-1 TGE inh: -3; GRK2 inh: 6

What do the screens show for `Cc1cccc(C)c1-n1nnnc1C1(Nc2ccccc2)CCCCC1`?
VLA-4 inh: -6; MEX-5 binding: 3.6; Fam108B inh: 8; Efflux pump mplx: -0.1; PME-1 primary: -4; MCL1-BIM inh: 18; BCLXL inh: 5; GLD-1 TGE inh: 7; GRK2 inh: 0

Results for Cc1c(NC(=O)C(C)OC(=O)c2ccc(Cl)nc2)c(=O)n(-c2ccccc2)n1C (stereo unspecified) ?
VLA-4 inh: -6; MEX-5 binding: -0.3; Fam108B inh: -2; Efflux pump mplx: 0.0; PME-1 primary: -5; MCL1-BIM inh: 0; BCLXL inh: 3; GLD-1 TGE inh: -4; GRK2 inh: 0

What do the screens show for `CCCCN(C)CCNC(=O)CSCc1ccc(C)cc1`?
VLA-4 inh: 7; MEX-5 binding: 0.8; Fam108B inh: -4; Efflux pump mplx: 0.2; PME-1 primary: 3; MCL1-BIM inh: 2; BCLXL inh: 4; GLD-1 TGE inh: 1; GRK2 inh: 0

What do the screens show for `O=C(O)CCC(=O)Nc1nc2ccc([N+](=O)[O-])cc2s1`?
VLA-4 inh: 6; MEX-5 binding: -1.2; Fam108B inh: 2; Efflux pump mplx: -0.1; PME-1 primary: -2; MCL1-BIM inh: 4; BCLXL inh: 0; GLD-1 TGE inh: 1; GRK2 inh: 0

What do the screens show for `COc1ccc(C(C(=O)NC(C)(C)C)N(CCC(C)C)C(=O)CCC(=O)Nc2cc(C)on2)cc1` (stereo unspecified)?
VLA-4 inh: -3; MEX-5 binding: 1.0; Fam108B inh: 2; Efflux pump mplx: 0.1; PME-1 primary: -2; MCL1-BIM inh: 5; BCLXL inh: 4; GLD-1 TGE inh: 1; GRK2 inh: 0

How did CSCCC1NC(=O)N(CC(=O)Nc2cccc3ccccc23)C1=O (stereo unspecified) do in these assays?
VLA-4 inh: 2; MEX-5 binding: 0.9; Fam108B inh: 8; Efflux pump mplx: 0.1; PME-1 primary: 2; MCL1-BIM inh: 4; BCLXL inh: 1; GLD-1 TGE inh: -1; GRK2 inh: 5

How did CCOC(=O)/C(=N\Nc1ccccc1[N+](=O)[O-])c1csc(Nc2ccccc2)n1 do in these assays?
VLA-4 inh: -19; MEX-5 binding: 1.3; Fam108B inh: 14; Efflux pump mplx: 0.2; PME-1 primary: 8; MCL1-BIM inh: -9; BCLXL inh: 0; GLD-1 TGE inh: -4; GRK2 inh: 0

Results for O=C1NC(N2CCOCC2)=N/C1=C/c1ccc2c(c1)OCO2 ?
VLA-4 inh: 4; MEX-5 binding: -0.8; Fam108B inh: -3; Efflux pump mplx: 0.0; PME-1 primary: 2; MCL1-BIM inh: -1; BCLXL inh: -2; GLD-1 TGE inh: 4; GRK2 inh: 0

What do the screens show for `COc1cccc(C(=O)NCCC(=O)NCc2cc(=O)n(C)c(=O)n2C)c1`?
VLA-4 inh: 29; MEX-5 binding: -0.9; Fam108B inh: 0; Efflux pump mplx: 0.1; PME-1 primary: 3; MCL1-BIM inh: 5; BCLXL inh: 3; GLD-1 TGE inh: -2; GRK2 inh: 2

What do the screens show for `O=C(Nc1ncc(Cc2ccc(SC(F)F)cc2)s1)c1ccccc1`?
VLA-4 inh: -6; MEX-5 binding: -0.7; Fam108B inh: -13; Efflux pump mplx: -0.1; PME-1 primary: -9; MCL1-BIM inh: -1; BCLXL inh: -1; GLD-1 TGE inh: 5; GRK2 inh: 3

How did Cc1cccc(OCC(=O)N2CCCc3ccccc32)c1 do in these assays?
VLA-4 inh: -4; Fam108B inh: 2; Efflux pump mplx: 0.0; PME-1 primary: -4; MCL1-BIM inh: -3; BCLXL inh: 1; GLD-1 TGE inh: 4; GRK2 inh: 0

How did Cc1cc(C(=O)Nc2ccccc2C(=O)O)ccc1NC(=O)COc1cccc([N+](=O)[O-])c1 do in these assays?
VLA-4 inh: 8; MEX-5 binding: -0.1; Fam108B inh: 0; Efflux pump mplx: 0.0; PME-1 primary: -3; MCL1-BIM inh: 2; BCLXL inh: 10; GLD-1 TGE inh: 1; GRK2 inh: 2

Results for COc1ccccc1C(=O)Nn1c(-c2cccs2)nc2ccccc2c1=O ?
VLA-4 inh: 20; MEX-5 binding: 2.3; Fam108B inh: 2; Efflux pump mplx: -0.8; PME-1 primary: -1; MCL1-BIM inh: 4; BCLXL inh: 4; GLD-1 TGE inh: 1; GRK2 inh: 1

How did S=c1[nH]nc(-c2ccc3c(c2)OCO3)n1-c1ccccc1 do in these assays?
VLA-4 inh: 6; MEX-5 binding: 0.5; Fam108B inh: 10; Efflux pump mplx: 0.0; PME-1 primary: -4; MCL1-BIM inh: -22; BCLXL inh: -14; GLD-1 TGE inh: -3; GRK2 inh: 1

What do the screens show for `Cc1ccc2cc(C)c(NCCO)nc2c1`?
VLA-4 inh: 15; MEX-5 binding: -0.3; Fam108B inh: 6; Efflux pump mplx: 0.0; PME-1 primary: 0; MCL1-BIM inh: 3; BCLXL inh: 7; GLD-1 TGE inh: 2; GRK2 inh: 2

Results for Cc1ccnc(NS(=O)(=O)c2cccc3nsnc23)c1 ?
VLA-4 inh: -1; MEX-5 binding: -2.7; Fam108B inh: 1; Efflux pump mplx: 0.1; PME-1 primary: -6; MCL1-BIM inh: 3; BCLXL inh: 4; GLD-1 TGE inh: 4; GRK2 inh: 6

How did CCOc1ccc(NCc2cccn2-c2nnc(N3CCC(C(=O)NCCCN4CCCCC4CC)CC3)s2)cc1 (stereo unspecified) do in these assays?
VLA-4 inh: -2; MEX-5 binding: 0.7; Fam108B inh: -1; Efflux pump mplx: 0.0; PME-1 primary: -6; MCL1-BIM inh: -5; BCLXL inh: -4; GLD-1 TGE inh: 3; GRK2 inh: 0

Results for C/C(=C\c1ccccc1)C(=O)c1c(C)cc(C)[nH]c1=O ?
VLA-4 inh: 2; MEX-5 binding: -2.3; Fam108B inh: -3; Efflux pump mplx: 0.2; PME-1 primary: 3; MCL1-BIM inh: 9; BCLXL inh: 3; GLD-1 TGE inh: -1; GRK2 inh: 0

How did Cc1ccn(CC(=O)O)c(=O)c1 do in these assays?
VLA-4 inh: -1; MEX-5 binding: -0.7; Fam108B inh: 2; Efflux pump mplx: 0.0; PME-1 primary: -4; MCL1-BIM inh: 3; BCLXL inh: 7; GLD-1 TGE inh: 4; GRK2 inh: 1

How did CSc1nnc2c(n1)OC(c1cn(C)c3ccccc13)N(C(C)=O)c1ccccc1-2 (stereo unspecified) do in these assays?
VLA-4 inh: 10; MEX-5 binding: 2.0; Fam108B inh: -2; Efflux pump mplx: -0.1; PME-1 primary: 1; MCL1-BIM inh: 1; BCLXL inh: 4; GLD-1 TGE inh: -2; GRK2 inh: 1

Results for Cc1cc(OCCCC(=O)NCCN2C(=O)S/C(=C\c3cccnc3)C2=O)ccc1Cl ?
VLA-4 inh: 8; MEX-5 binding: -0.4; Fam108B inh: -2; Efflux pump mplx: 0.1; PME-1 primary: 0; MCL1-BIM inh: -8; BCLXL inh: 4; GLD-1 TGE inh: 12; GRK2 inh: 0

Bioassay records deposited in PubChem BioAssay by several laboratories.

Not all compounds are listed. The share of hits here may be higher or lower than overall.
